Giardia kill – kills Giardia lamblia; Giardia lamblia trophozoite viability; actives 0.15% (n = 340,000); activity change, % at 7.66 µM, hits read low; AID 540267; in the data active = activity change below about -80%; inconclusive = between about -30% and that limit;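 also: parasites exposed to compound for two days anaerobically before the ATP read; % is scaled to controls: 0 for no effect and ±100 for the full control effect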
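Each well holds 100 Giardia trophozoites and compound. After two days (48 hrs) at 37 deg C in anaerobic conditions, ATP is quantified by luminescence.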
Tb PFK block – T. brucei PFK enzyme inhibition. O15648. T. brucei PFK, ADP-Glo luminescence. actives 0.17% (n = 330,000). Potency, µM (titrated, usually from 57.5 µM), for inactives: top-dose activity, negative = inhibition, usual class: inhibitors;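 also: potency is read from the fitted curve at half-maximal effect; 0% = uninhibited 1x PFK enzyme wells and -100% = no-enzyme wells; nearly all actives have a fitted effect of over 60% in size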
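Activity is normalized to no-enzyme wells (full inhibition) and 1.25 nM enzyme wells (no inhibition). Reaction: 0.5 mM F6P, 0.1 mM ATP, 45 min RT, ADP-Glo luminescence; concentration-response curves fitted and classed by quality.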
AT treatment – candidate therapy for ataxia-telangiectasia; […] A-T fibroblasts, KAP-1 phosphorylation AlphaLISA; neocarzinostatin DNA damage 30 min before lysis; Potency, µM (top dose mostly 57.5 µM), for inactives: at the highest dose activation, usual class: activators; AID 485349; actives 0.19% (n = 320,000); also: potency is read from the fitted curve at half-maximal effect; % of control where 0% means no effect; nearly all actives have a fitted effect of over 45% in size
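ATM-like activity read as KAP-1 phosphorylation via AlphaLISA donor/acceptor antibody pairs after lysis and 6 hr at 25C. Cells were ATM-null patient fibroblasts ([…], hTERT), dosed 60 min, then exposed to the DSB inducer NCS for 30 min.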
MLL CXXC-DNA inh – inhibitors of human MLL CXXC domain-DNA interaction | Potency, µM (titrated, usually from 115 µM), inactives show at the highest dose activity change, negative = inhibition, hits mostly inhibitors | AID 2662 | MLL-CXXC / FITC-HOXA9 DNA fluorescence polarization | actives 0.037% (n = 290,000); active = well fitted inhibition curve with a large enough effect in the polarisation, with a control signal flat, not every such curve was filed as active; inconclusive = small, poorly fitted or top-dose-only effect, or effect the other way, or a change in a side signal; inactive = no such curve, though single readings can be large or run the other way; the % refers to the polarisation; also: potency is read from the fitted curve at half-maximal effect
Target sequence (Q03164 whole entry, looked up, the tested form may be a part): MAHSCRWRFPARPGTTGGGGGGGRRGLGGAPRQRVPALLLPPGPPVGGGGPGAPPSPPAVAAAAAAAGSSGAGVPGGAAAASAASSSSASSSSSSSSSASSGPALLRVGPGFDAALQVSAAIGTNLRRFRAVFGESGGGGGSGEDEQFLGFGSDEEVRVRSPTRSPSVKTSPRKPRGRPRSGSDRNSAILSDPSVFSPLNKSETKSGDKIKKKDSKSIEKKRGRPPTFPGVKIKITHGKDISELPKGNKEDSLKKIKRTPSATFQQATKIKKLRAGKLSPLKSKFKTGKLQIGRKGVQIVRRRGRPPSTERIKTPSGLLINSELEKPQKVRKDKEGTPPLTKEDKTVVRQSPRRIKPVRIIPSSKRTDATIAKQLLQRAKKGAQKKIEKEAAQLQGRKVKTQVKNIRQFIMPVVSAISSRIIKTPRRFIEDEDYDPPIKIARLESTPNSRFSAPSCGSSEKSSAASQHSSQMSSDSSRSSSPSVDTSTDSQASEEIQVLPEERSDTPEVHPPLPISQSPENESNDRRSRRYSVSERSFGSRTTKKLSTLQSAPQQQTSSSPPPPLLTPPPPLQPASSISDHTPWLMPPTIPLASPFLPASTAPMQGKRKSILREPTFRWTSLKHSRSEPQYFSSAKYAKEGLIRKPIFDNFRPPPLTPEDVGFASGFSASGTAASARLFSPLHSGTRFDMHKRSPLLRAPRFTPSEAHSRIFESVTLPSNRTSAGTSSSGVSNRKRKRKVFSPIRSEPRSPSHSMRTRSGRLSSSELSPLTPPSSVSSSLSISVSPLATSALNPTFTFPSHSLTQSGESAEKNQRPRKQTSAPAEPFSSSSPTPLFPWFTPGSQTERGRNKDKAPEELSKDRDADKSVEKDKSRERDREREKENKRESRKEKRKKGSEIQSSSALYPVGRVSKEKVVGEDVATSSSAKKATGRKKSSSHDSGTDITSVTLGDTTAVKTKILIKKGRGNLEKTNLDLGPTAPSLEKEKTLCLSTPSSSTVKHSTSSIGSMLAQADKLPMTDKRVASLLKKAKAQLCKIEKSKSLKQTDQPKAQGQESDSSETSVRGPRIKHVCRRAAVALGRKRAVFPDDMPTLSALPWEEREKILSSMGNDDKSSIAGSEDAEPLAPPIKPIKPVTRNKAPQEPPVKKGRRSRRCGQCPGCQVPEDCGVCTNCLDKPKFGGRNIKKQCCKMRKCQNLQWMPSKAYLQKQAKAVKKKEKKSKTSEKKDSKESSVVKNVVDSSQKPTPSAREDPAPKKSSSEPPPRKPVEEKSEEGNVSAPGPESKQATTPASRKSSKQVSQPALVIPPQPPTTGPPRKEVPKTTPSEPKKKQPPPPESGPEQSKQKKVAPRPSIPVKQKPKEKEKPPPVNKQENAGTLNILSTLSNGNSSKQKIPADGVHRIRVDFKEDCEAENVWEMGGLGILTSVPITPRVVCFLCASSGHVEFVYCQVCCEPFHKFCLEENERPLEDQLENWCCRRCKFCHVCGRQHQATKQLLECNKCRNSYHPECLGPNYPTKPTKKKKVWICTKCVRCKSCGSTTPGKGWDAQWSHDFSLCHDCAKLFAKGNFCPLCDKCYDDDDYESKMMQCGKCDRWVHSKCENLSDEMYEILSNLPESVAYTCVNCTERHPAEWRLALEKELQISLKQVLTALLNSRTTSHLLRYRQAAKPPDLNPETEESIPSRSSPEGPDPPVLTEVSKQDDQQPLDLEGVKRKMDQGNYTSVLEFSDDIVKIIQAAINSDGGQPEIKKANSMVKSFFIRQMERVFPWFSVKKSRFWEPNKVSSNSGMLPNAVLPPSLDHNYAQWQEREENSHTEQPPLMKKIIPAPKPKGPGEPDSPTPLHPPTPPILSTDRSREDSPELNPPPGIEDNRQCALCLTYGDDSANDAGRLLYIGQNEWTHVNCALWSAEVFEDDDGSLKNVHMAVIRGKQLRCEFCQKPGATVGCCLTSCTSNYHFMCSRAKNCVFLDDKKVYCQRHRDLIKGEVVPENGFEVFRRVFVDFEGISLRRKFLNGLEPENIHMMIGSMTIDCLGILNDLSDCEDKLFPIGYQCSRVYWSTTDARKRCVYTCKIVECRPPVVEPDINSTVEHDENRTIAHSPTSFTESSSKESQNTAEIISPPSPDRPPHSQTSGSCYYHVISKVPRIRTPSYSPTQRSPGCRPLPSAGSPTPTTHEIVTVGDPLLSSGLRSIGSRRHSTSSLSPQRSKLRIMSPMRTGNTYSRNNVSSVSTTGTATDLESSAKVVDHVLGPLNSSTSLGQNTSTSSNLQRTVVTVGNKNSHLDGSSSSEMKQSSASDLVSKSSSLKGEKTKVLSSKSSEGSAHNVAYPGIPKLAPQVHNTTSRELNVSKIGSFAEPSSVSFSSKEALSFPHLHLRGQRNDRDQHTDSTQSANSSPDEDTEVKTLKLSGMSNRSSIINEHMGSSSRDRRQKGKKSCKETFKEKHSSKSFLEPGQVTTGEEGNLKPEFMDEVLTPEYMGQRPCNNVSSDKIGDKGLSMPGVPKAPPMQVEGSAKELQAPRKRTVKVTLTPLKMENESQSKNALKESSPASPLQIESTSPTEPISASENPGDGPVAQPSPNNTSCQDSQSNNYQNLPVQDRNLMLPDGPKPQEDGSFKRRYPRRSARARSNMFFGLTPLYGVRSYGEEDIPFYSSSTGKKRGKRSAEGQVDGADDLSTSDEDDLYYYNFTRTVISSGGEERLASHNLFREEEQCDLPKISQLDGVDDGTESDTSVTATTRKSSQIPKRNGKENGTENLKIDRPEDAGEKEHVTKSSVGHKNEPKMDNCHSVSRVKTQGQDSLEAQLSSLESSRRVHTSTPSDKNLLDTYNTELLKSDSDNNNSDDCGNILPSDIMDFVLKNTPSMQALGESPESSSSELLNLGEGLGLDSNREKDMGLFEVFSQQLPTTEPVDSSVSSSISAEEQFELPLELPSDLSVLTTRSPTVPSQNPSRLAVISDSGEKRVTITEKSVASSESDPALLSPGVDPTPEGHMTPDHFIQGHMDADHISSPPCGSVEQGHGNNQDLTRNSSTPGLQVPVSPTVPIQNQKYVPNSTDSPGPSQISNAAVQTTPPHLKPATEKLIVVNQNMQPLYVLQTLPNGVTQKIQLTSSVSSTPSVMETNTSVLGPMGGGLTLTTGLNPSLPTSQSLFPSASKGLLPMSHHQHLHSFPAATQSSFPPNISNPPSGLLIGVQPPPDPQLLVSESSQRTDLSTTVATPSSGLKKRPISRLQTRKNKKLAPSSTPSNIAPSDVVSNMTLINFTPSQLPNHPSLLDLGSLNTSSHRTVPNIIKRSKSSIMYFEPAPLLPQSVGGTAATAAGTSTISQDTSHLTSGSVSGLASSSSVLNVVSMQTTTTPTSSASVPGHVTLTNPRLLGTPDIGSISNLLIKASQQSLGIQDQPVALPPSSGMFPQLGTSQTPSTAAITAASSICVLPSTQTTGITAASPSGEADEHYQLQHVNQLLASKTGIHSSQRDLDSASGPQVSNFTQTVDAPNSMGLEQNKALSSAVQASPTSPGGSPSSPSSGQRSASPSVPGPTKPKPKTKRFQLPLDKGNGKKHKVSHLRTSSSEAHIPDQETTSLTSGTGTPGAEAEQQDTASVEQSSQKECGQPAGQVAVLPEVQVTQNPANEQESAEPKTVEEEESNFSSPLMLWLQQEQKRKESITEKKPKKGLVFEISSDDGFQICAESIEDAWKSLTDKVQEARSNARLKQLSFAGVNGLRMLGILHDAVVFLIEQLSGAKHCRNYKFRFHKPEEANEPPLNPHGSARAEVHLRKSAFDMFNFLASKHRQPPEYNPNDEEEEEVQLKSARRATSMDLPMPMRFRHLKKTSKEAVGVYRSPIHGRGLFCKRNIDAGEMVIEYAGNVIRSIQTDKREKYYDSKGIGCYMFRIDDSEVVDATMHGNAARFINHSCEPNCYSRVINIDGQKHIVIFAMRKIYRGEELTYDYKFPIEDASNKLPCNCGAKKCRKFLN
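Purified MLL-CXXC (added from a 7 uM solution) was preincubated 5 min at ambient with pinned compounds in 50 mM Tris-HCl pH 7.5, 50 mM NaCl, 1 mM DTT, 0.05% BSA. Fluorescein-labeled HOX-A9 DNA (50 nM solution) followed, 30 min, then polarization read.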
GALK inhibitor – blocks human galactokinase activity. P51570. Purified GALK, Kinase-Glo residual ATP luminescence. Potency, µM (titrated, usually from 57.5 µM), for the others: at the highest dose activity change, negative = inhibition, usual class: inhibitors. actives 0.007% (n = 270,000). AID 1868; also: potency is read from the fitted curve at half-maximal effect; % is scaled to controls: 0 for no effect and ±100 for the full control effect
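5 nM enzyme, 35 uM ATP, 100 uM galactose, 20 mM HEPES pH8.0, 5 mM MgCl2; 1 h RT; residual ATP by Kinase-Glo Plus luminescence, qHTS format.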
KCNH2 WT inh – blocks the wildtype human KCNH2 potassium channel; Q12809; U2OS, BacMam KCNH2, thallium flux FluxOr; active compounds read low; activity change, % at 1.84 µM; actives 0.37% (n = 340,000); AID 720551;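 active = maximum activity change below -70%; inconclusive = maximum activity change between -70% and -50%; inactive = maximum activity change above -50%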; also: % is scaled to controls: 0 for no effect and ±100 for the full control effect
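U2OS cells were transduced with wild-type KCNH2 virus (2.03 x 10^8 / mL) for 4 h at room temperature, then cultured overnight at 37 C. Thallium flux was read with FluxOr dye. Rate constants were normalized to DMSO controls.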
BCR signal inh – blocks chronic active B-cell receptor signaling; actives 0.05% (n = 340,000); Potency, µM (titrated, usually from 46.1 µM), without a hit: at the top dose ratio change, negative = lower green/red ratio, actives largely listed as inhibitors; ABC-DLBCL IkBa-CBG/CBR reporter, luminescence ratio, 4 h; AID 493014; active = well fitted inhibition curve with a large enough effect in the signal ratio, with a control signal flat, not every such curve was filed as active; inconclusive = small, poorly fitted or top-dose-only effect, or effect the other way, or a change in a side signal; the % refers to the signal ratio;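 also: potency is read from the fitted curve at half-maximal effect; plate controls were basal doxycycline-induced cells for no effect and cells given 10 µM MG132 for full effect; MG132 reads +100%, hits lower the ratio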
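TMD8 ABC-DLBCL cells carrying doxycycline-inducible green luciferase fused to IkappaBalpha plus unfused red luciferase were exposed to compounds (up to 46 uM) for 4 hrs at 37C. Activity came from the overlap-corrected green/red luminescence ratio.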
Coupling enz – coupling enzyme interference in Giardia aldolase counter-screen. coupling enzyme system counterscreen, AmpLite Red fluorescence. actives 0.67% (n = 290,000). activity change, negative = inhibition, % at 58.2 µM, hits read low; in the data active = activity change below about -30%; also: % is scaled to controls: 0 for no effect and ±100 for the full control effect
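Fluorescence at 525 nm excitation and 598 nm emission measured inhibition of the coupled detection system without aldolase. Compounds (at 57.5 uM final) were preincubated 10 min at room temperature with coupling enzyme reagent before a 20 min substrate/AmpLite Red step.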
TCR act – T cell receptor activation; Potency, µM (highest dose often 9.22 µM), for inactives: at the top dose activation of IL-2 secretion, most hits filed as activators; primary human leukocytes, anti-CD3, IL-2 HTRF, 48 h; 330,000 tested, under 10 active; AID 504894; also: % of control where 0% means no effect
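Primary human leukocytes were stimulated with a-CD3 beads plus compounds for 48 hr without co-stimulation; secreted IL-2 was quantified by HTRF using a-IL-2-K (europium cryptate) and a-IL-2-d2, excited at 320nm with acceptor emission read at 665nm.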
TSHR antag – blocks TSH signaling through the human TSH receptor | TSHR-expressing cells, TSH-stimulated cAMP HTRF, 2 h; active compounds read low | activity change, negative = inhibition, % at 11.5 µM | actives 0.2% (n = 330,000) | AID 504810;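 active = activity change below a set negative limit, meaning inhibition stronger than a set level, cut at about -70% in these data; inconclusive = activity change between two set negative limits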; also: % is scaled to controls: 0 for no effect and ±100 for the full control effect
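Read-out is FRET at 665 nm (cryptate excitation 337 nm) from a cryptate-tagged anti-cAMP antibody, competed by cell cAMP against cAMP-d2. Compounds are tested on freshly harvested TSHR cells challenged with 4nM TSH (EC80) for 2 hours at 37 deg C.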
An asterisk follows results filed as active; ? = inconclusive; . = no result given; [ ] = another dose, or the depositor's remark. Unless noted, calls follow the shape of the dose curve; as a rule, active = well fitted curve in the direction sought with a large enough effect; inconclusive = small, poorly fitted or top-dose-only effect, or another doubt; inactive = no such curve, though single readings can be large; an effect the other way counts as inactive or inconclusive. Rows are unselected. Share with any hit: about 1.6%.

SMILES	Giardia kill	Tb PFK block	AT treatment	MLL CXXC-DNA inh	GALK inhibitor	KCNH2 WT inh	BCR signal inh	Coupling enz	TCR act	TSHR antag
COc1cccc2[nH]c3c(N4CCCC(C)C4)ncnc3c12 (stereo not drawn)	8.5	3.2%	6.3%	-6.2%	4.8%	1.5	-0.4%	-4.3	2.8%	-5.9
CCC(C)(C)NC(=O)c1cc(S(=O)(=O)N2CCc3ccccc32)cn1C	-6.1	1.2%	0.3%	.	.	-2.6	-11.9%	-2.9	-0.7%	-3.1
CCn1c(SCC(=O)Nc2sc(C)c(C)c2C#N)nnc1C(C)C	31.6[activator]	-1.5%	0.4%	-1.7%	-3.0%	-5.9	?	5.1	-19.0%	-1.8
Cc1ccc(-n2c(SCC(=O)N3Cc4ccccc4CC3C(=O)O)nnc2-c2cccnc2)c(C)c1 (stereo not drawn)	4.1	-6.7%	5.9%	-2.3%	-0.8%	-0.7	-4.2%	4.7	3.7%[46.1 µM]	15.9
Cc1ccc(NC(=O)/C=C\C(=O)O)c([N+](=O)[O-])c1	9.1	23.3%	5.3%	13.3%	-1.6%	5.2	2.1%	0.9	-4.5%[46.1 µM]	-2.2
Cc1nnc(NCc2cccc(Cl)c2)c2ccccc12	-2.4	-27.2%	6.0%	24.4%	-2.6%	1.9	?	-0.1	2.4%	-3.4
COn1c(SCc2cccnc2)nc2ccccc2c1=O	-1.9	0.9%	2.1%	-3.7%	0.2%	0.5	0.3%	1.7	-5.6%	8.5
CCN(CC)C(=O)c1[nH]cnc1C(=O)NCCCCCNC(=O)OC(C)(C)C	0.6	4.7%	-1.7%	.	.	-1.5	-3.3%	.	-3.6%	4.8
COc1cc2c(cc1OC)C(Cc1ccc(O)cc1)NCC2 (stereo not drawn)	3.2	-1.5%	11.7%	7.5%	.	-10.3	?	-0.5	8.5%	4.6
O=C(C1=C[C@H](c2ccc(C(F)(F)F)cc2)C[C@H](OCc2ccc(CO)cc2)O1)N1CCN(Cc2ccc3c(c2)OCO3)CC1	31.1[activator]	1.3%	-15.1%	-5.7%	0.8%	3.1	-0.1%	-9.4	7.2%	5.6
CCC(C)c1ccc(NC(=O)NCc2cccnc2)cc1 (stereo not drawn)	14.5	-19.0%	-5.1%	?	5.4%	0.9	0.1%	0.4	.	9.0
CCOC(=O)C1=CN(Cc2cccc(F)c2)S(=O)(=O)N(CC)C1CCc1ccccc1 (stereo not drawn)	-1.8	-5.4%	9.7%	.	.	-5.7	2.7%	.	3.1%[46.1 µM]	3.2
CC(C)(C)n1nnnc1C(c1ccncc1)N(Cc1ccccc1)Cc1ccco1 (stereo not drawn)	0.9	15.7%	2.6%	11.0%	0.2%	1.8	11.2%	-7.6	1.0%	-1.6
O=C(NC(=S)Nc1nc(-c2ccc([N+](=O)[O-])cc2)cs1)c1ccco1	-8.6	4.1%	4.6%	1.6%	4.9%	-7.4	?	.	-0.1%	0.8
CC1(C)Cc2c(sc3nc(-c4ccccc4Cl)n(N)c(=O)c23)CO1	4.4	-4.8%	-5.2%	-8.2%	0.8%	-5.5	?	3.7	-0.7%	-4.0
CC1CCN(c2ccc3c(c2)S(=O)(=O)c2cccc(C(=O)NCc4ccc(F)cc4)c2C3=O)CC1	-23.8	-0.7%	-11.4%	.	.	-33.9	-8.9%	.	2.7%	-38.1
Cc1ccc(OCC(=O)N/N=C/c2cn(C)c3ccccc23)cc1	3.2	-5.4%	1.1%	-12.4%	2.4%	-0.4	-13.1%	1.1	-3.0%	8.0
Cn1c(CNC(=O)c2ccccc2F)nnc1SCc1ccc(Cl)cc1	2.4	-1.9%	2.8%	13.5%	1.5%	3.0	0.2%	0.0	7.4%	-10.1
Cc1cccc[n+]1C1C(c2ccc([N+](=O)[O-])cc2)C(C#N)=C(C(=C=[N-])C#N)NC1(O)C1CC1 (stereo not drawn)	-17.7	0.6%	-1.2%	7.5%	-2.0%	0.9	15.1%	-1.5	2.2%	-7.7
Cc1ccc2c(c1)N(C(=O)CCC(=O)NCC(C)c1ccccc1)CC(C)O2 (stereo not drawn)	-20.1	-2.0%	1.6%	.	.	-13.1	-1.8%	0.4	-0.8%	-16.9
Cc1ccc(C(C)C)c(OCC(=O)Nc2ccc(N3CCOCC3)cc2N2CCOCC2)c1	24.4	-1.9%	-6.1%	.	.	-3.1	-1.2%	.	-5.5%	11.6
CC[C@]12c3[nH]c4ccc(Cl)cc4c3CCN1C(=O)[C@@H](CC(=O)NC/C=C(\C)CCC=C(C)C)C[C@@H]2C(=O)N1CCN(C(=O)c2ccco2)CC1	-6.1	3.0%	5.4%	.	.	-5.2	?	.	-9.1%[46.1 µM]	-28.3
COc1cccc(NC(=O)CCC2CCN(C(=O)c3cccc(NC(C)=O)c3)CC2)c1	-0.5	0.4%	-0.8%	11.8%	-2.7%	-1.0	-2.3%	3.1	-3.9%	3.3
CCOC(=O)C(NC(=O)c1ccccc1)=C(C)C	2.1	3.7%	.	7.8%	3.1%	5.5	17.2%	0.0	8.7%	2.8
C/C(=N\NC(=O)c1ccccc1F)c1ccc2c(c1)Nc1ccccc1S2	2.3	-5.6%	-2.2%	-0.2%	-2.4%	-4.9	?	2.8	0.8%[46.1 µM]	10.3

Continued:
SMILES	Giardia kill	Tb PFK block	AT treatment	MLL CXXC-DNA inh	GALK inhibitor	KCNH2 WT inh	BCR signal inh	Coupling enz	TCR act	TSHR antag
COc1ccccc1CNC(=O)COc1ccc2c(c1)CCC2	-5.4	-21.1%	16.2%	-12.7%	-2.5%	.	-0.2%	0.5	7.5%	-8.5
CCc1ccccc1N(CC(=O)NC1CCCCC1)C(=O)CCCC(=O)Nc1ccccn1	6.4	4.0%	-1.1%	-13.0%	1.3%	-9.8	-0.2%	1.5	-3.3%	-0.5
Cc1ccc(SCc2nc3ccccc3[nH]2)cc1	0.1	0.0%	8.7%	15.8%	.	-19.9	?	0.2	5.7%	-8.1
CC(O)CNCc1cccc2ccccc12 (stereo not drawn)	-0.3	-6.2%	1.5%	-3.9%	0.1%	7.9	?	-0.3	0.7%[46.1 µM]	-9.9
O=C(NCc1ccccn1)c1ccc(NC(=O)c2ccco2)cc1	14.0	11.0%	0.1%	-7.0%	-1.5%	-7.1	8.5%	2.2	-1.1%	1.7
Cc1ccccc1C(=O)Nc1ccccc1C(=O)NCC(C)C	3.0	-3.2%	4.8%	0.2%	-2.4%	-17.6	?	0.4	-1.5%	11.8
Cc1ccc(NC(=S)N2CCCC2)cc1C	20.9	0.6%	16.5%	-7.3%	-0.2%	6.3	0.2%	.	4.0%	10.9
Cc1ccc(C(=O)NC(=S)NCCCN2CCOCC2)cc1	-8.7	-0.3%	2.1%	1.8%	-1.5%	2.4	4.9%	-0.2	-1.1%	-38.3
CN(c1ccc(OCC(=O)OCc2nnc(-c3ccccc3)o2)cc1)S(=O)(=O)c1ccc(Cl)cc1	-8.6	3.4%	-0.7%	.	.	23.1	?	.	0.4%	-3.3
Cc1scc(C(=O)NNC(=S)NCc2ccccc2)c1C	26.2	6.1%	5.9%	12.9%	0.4%	1.0	-6.0%	2.0	-1.6%[46.1 µM]	-1.7
O=C(Nc1cc(Cl)ccc1N1CCOCC1)c1ccc(N2CCCC2=O)cc1	-6.3	0.4%	-10.0%	.	.	2.0	?	.	-9.9%	-17.2
Cc1nc(-c2ccc3c(c2)OCCO3)cs1	29.3	-0.3%	7.0%	4.4%	1.5%	-7.6	?	1.1	.	4.2
CCC(=O)Nc1cc(C(=O)OCC(=O)c2ccccc2Cl)ccc1C	2.4	-2.0%	-5.4%	5.2%	-2.8%	-1.5	-3.7%	.	0.1%	3.6
CCCCc1ccc(S(=O)(=O)N/N=C(/C)c2ccncc2)cc1	-5.8	-12.8%	8.0%	0.5%	2.9%	-1.0	-2.3%	.	-5.1%	-14.3
CCN1Cc2ccccc2-c2ccccc2S1(=O)=O	32.1[activator]	-1.3%	9.4%	.	.	-8.3	0.8%	.	-1.2%[46.1 µM]	2.8
COCCNC(=O)c1ccc(CSCc2cccc(Cl)c2)o1	-5.3	-1.4%	1.1%	5.9%	0.9%	-3.1	1.0%	0.2	0.5%	-5.7
Cc1ccc2c(c1)N(CCC(=O)NCc1cccs1)C(=O)C(C)O2 (stereo not drawn)	-10.9	-2.1%	6.1%	-2.2%	-1.5%	5.7	-0.8%	4.3	13.4%	-5.9
CCCS(=O)(=O)N1CCN(C(=O)c2cccs2)CC1	-8.1	2.9%	-1.4%	3.9%	-0.1%	-0.5	7.4%	1.2	0.6%	4.7
COc1ccc(CNC(=O)CSc2nc(C)cs2)cc1	-0.3	-2.4%	1.9%	-2.6%	-1.9%	0.3	-0.2%	0.9	-5.9%	-11.7

Assay outcomes: PubChem BioAssay, National Center for Advancing Translational Sciences (NCATS)
